# Screening data (PubChem BioAssay)
# Hsp70 inhibitors – Hsp70 inhibitors, probe displacement, primary screen, biochemical, fluorescence polarization (AID 583) | Heat shock 70 kDa protein 1A (Homo sapiens) | Hsp70 fluorescence polarization probe displacement, mP; higher % means a stronger effect | displacement, % at 20 µM, or IC50 in µM where a hit was titrated | hit rate 0.06% among 140,000; in the data active means displacement above about 50%;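 further: plate controls were vehicle for no effect and reference ligand for full effect; a part of the inactive calls stands beside numbers as strong as those of hits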
# MKP-3 inhibition – MKP-3 phosphatase inhibitors, primary screen, biochemical, rat enzyme, in vitro (AID 425); recombinant MKP-3 phosphatase activity, fluorescence; higher % means a stronger effect; inhibition, % at 20 µM, or IC50 in µM where a hit was titrated; hit rate 0.17% among 110,000; in the data active means inhibition above about 50%;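 further: plate controls were vehicle for no effect and reference inhibitor for full effect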
# Active calls of the source: *; . = not tested or not shown; & = joins results of further samples. A portion of the library. The share of hits here may be higher or lower than overall.
# Values run as follows: Hsp70 inhibitors | MKP-3 inhibition
(1) CCOC(=O)C1=C(C)N=c2s/c(=C\c3cccs3)c(=O)n2C1c1ccc(OC)cc1 (centres undefined)
  0.4% | 0%
(2) O=C(Nc1ccccc1)N(Cc1cccnc1)Cc1ccco1
  6.0% | -4%
(3) Cc1ccccc1C(=O)Nc1c(C(=O)N2CCN(Cc3ccccc3)CC2)cnn1-c1ccccc1
  2.3% | 0%
(4) CC(=O)Nc1c(C(=O)c2ccc(F)cc2)oc2ccccc12
  5.3% | -5%
(5) Cc1c(C(=O)Nc2ccc(C(=O)O)cc2)cnn1C
  -0.8% | -6%
(6) CCCCNC(=O)CCn1c(=O)c2ccccc2n(CC(=O)N2CC(C)CC(C)C2)c1=O (centres undefined)
  -0.9% | 8%
(7) O=C(/C=C\c1cccs1)NC(=S)Nc1ccc([N+](=O)[O-])cc1O
  6.2% | 0%
(8) COc1ccc(NCc2ccc(OC)c(OC)c2)cc1
  -3.2% | 1%
(9) CC(C)OCCCNC(=O)c1ccc(Br)cc1
  -3.8% | .
(10) CCOc1ccccc1C(=O)NCC(=O)OCC(=O)NCCc1ccc(S(N)(=O)=O)cc1
  -1.8% | 0%
(11) Cc1oc(C)c2c(=O)ccc3c(c12)OC(N)=C(C#N)C3c1ccccc1 (centres undefined)
  -6.5% | -14%
(12) Cc1cc(-n2c(C)cc(C(=O)CSc3ccc4c(c3)OCCO4)c2C)no1
  11% | -7%
(13) O=C1Cc2cccc3cccc1c23
  -3.2% | .
(14) C=C(C)COc1ccc(-c2n[nH]c(C)c2Oc2ccccc2OC)c(O)c1
  3.4% | -8%
(15) Cc1cccc(/C=C2\C(=O)NC(=O)N(c3cc(C)cc(C)c3)C2=O)c1
  -4.1% | 2%
(16) Cc1cc(/C=C2\C(=O)NC(=S)N(c3ccccc3)C2=O)c(C)n1-c1cccnc1
  -0.1% | 2%
(17) Cc1nnc(Sc2nc3c(c(=O)[nH]c(=O)n3C)n2Cc2ccccc2Cl)s1
  -5.9% | -12%
(18) Cc1ccc(CSc2ncn(-c3ccccc3)n2)cc1
  1.1% | .
(19) CCOC(=O)c1ccc(NS(=O)C23CC4CC(CC(C4)C2)C3)cc1 (centres undefined)
  -1.4%&3.8% | -1%&-1%
(20) Cc1ccc(S(=O)(=O)N2CCOCC2)cc1S(=O)(=O)N1CCOCC1
  5.5% | -3%

# Further entries follow:
# Values run as follows: Hsp70 inhibitors | MKP-3 inhibition
(21) Cc1ccc(C(=O)CCCn2nnc(-c3cccnc3)n2)cc1C
  -0.2% | .
(22) N#C[C@@H]1[C@@H]2C(=O)N(c3ccc4c(c3)OCCO4)C(=O)[C@@H]2C2c3ccccc3C=CN21 (some centres undefined)
  12% | 6%
(23) CN(C(=O)OCc1ccccc1)C(CC(N)=O)C(=O)O (centres undefined)
  -5.9% | 4%
(24) C#Cc1cccc(NC(=O)COc2ccccc2OC)c1
  -4.5% | 1%
(25) O=C(CCNc1ccccc1)c1cccc([N+](=O)[O-])c1
  2.4% | 4%
(26) Cc1ccc(NC(=O)OCC(F)(F)C(F)F)cc1Cl
  2.1% | 0%
(27) CCCn1c(=S)[nH]c2cc(OC)c(OC)cc2c1=O
  -3.7% | .
(28) CCc1cccc2c(=O)c(C(=O)N3CCOCC3)c[nH]c12
  3.9% | -11%
(29) CCOc1ccc(N2C(=O)CC(Nc3ccc(N4CCCCC4)cc3)C2=O)cc1 (centres undefined)
  0.7% | 5%
(30) Cc1ccc(-c2nnn(CC(=O)N(CC3CCCO3)C(C(=O)NC3CCCC3)c3ccc(F)cc3)n2)o1 (centres undefined)
  2.2% | .
(31) CC(Cc1ccccc1)N/C=C1/CC(=O)NC1=O (centres undefined)
  3.6% | -4%
(32) CS(=O)(=O)N(CC(=O)N1CCC(C(N)=O)CC1)c1ccc(Oc2ccccc2)cc1
  2.5% | -6%
(33) CCOc1cccc(C(=O)Nc2ccc(N3CCN(S(C)(=O)=O)CC3)cc2)c1
  -4.2% | -2%
(34) N/C(=C/C(=O)c1cccs1)C(F)(F)C(F)F
  -1.6% | 3%
(35) Cc1cccc(OCC(=O)Nc2ccccc2F)c1C
  1.4% | 1%
(36) CCC(C)[C@@H](NC(=O)OC(C)(C)C)c1nnc(S(=O)(=O)Cc2cccc(C)c2)o1 (some centres undefined)
  1.0% | -7%
(37) Cc1cccc(CCNS(=O)(=O)c2cnc[nH]2)c1
  4.3% | -5%
(38) CCOC(=O)c1cccc(NC(=O)COC)c1
  4.8% | .
(39) COC(=O)CSc1nc(C2CC2)nc2ccccc12
  -3.5% | -6%
(40) O=C(c1cccnc1)N1N=C(C(F)(F)F)CC1(O)c1ccc(Cl)cc1 (centres undefined)
  0.2% | -2%

# (further entries)
# Values run as follows: Hsp70 inhibitors | MKP-3 inhibition
(41) O=S(=O)(c1ccc2c(c1)OCCO2)N1CCC(c2nc3ccccc3[nH]2)CC1
  2.4% | 0%
(42) O=C(Nc1cccc2ncccc12)C12CC3CC(CC(C3)C1)C2
  2.8% | .
(43) CC(=O)Oc1ccc2oc3c(c2c1)C(=O)CCC3
  -1.8% | 2%
(44) CCCCCCCCNC(=O)CCNC(=O)c1ccc(C(C)(C)C)cc1
  -6.3% | .
(45) CCOc1ccc(-n2c(C)nnc2SCC(=O)N(CC)CC)cc1
  12% | .
(46) CCCCCCCNC1CC(=O)N(c2ccc(C(=O)OCC)cc2)C1=O (centres undefined)
  -5.6% | 1%
(47) COc1ccccc1-n1c(CCN2C(=O)c3ccccc3C2=O)nc2ccccc2c1=O
  3.6% | 2%
(48) COc1cccc(CNC(=O)C2CCN(Cc3cnn(-c4ccccc4)c3-n3cccc3)CC2)c1
  . | 1%
(49) COc1ccc(C2CC(C(F)(F)F)n3nc(C(=O)N(C)Cc4cn(C)nc4C)c(Cl)c3N2)cc1 (centres undefined)
  3.7% | -2%
(50) Cc1cc(NC(=O)C23CC4CC(CC(C4)C2)C3)no1
  2.6% | 0%
(51) OC(CNCc1ccccc1)(c1ccccc1)c1ccc(Br)cc1 (centres undefined)
  -3.4% | 5%
(52) COCCOC(=O)C1=C(C)NC2=C(C(=O)CCC2)C1c1ccccc1I (centres undefined)
  -1.3% | 0%
(53) O=C(CC(c1ccccc1)c1ccccc1)NCC1CCCO1 (centres undefined)
  -5.7% | 1%
(54) COc1ccccc1-n1nnnc1SCC(=O)Nc1cc(C)on1
  -3.7% | -4%
(55) Cn1cccc1Cc1nnc(SCC(=O)Nc2nc3ccccc3s2)n1CCc1ccccc1
  7.4% | -5%
(56) Clc1cccc(Cl)c1Cn1cnc(=NCc2ccco2)c2[nH]cnc21
  2.5% | 2%
(57) COc1ccc(C2=C/C(=C3\OC(=O)c4ccccc43)C(=O)O2)cc1
  -24% | 7%
(58) Cc1ccc(S(=O)(=O)NC(CC(C)C)C(=O)NCc2ccco2)cc1 (centres undefined)
  -4.3% | .
(59) NC(=O)CSC1=Nc2ccccc2C2=NC(CC(=O)NCc3cccs3)C(=O)N12 (centres undefined)
  0.4% | 1%
(60) CCOC(=O)C1CCN(Cc2nc3ccc(Cl)cc3n2CCO)CC1
  -2.1% | -1%

# (cont.)
# Values run as follows: Hsp70 inhibitors | MKP-3 inhibition
(61) COC(=O)c1ccc(Sc2ccc(C)cc2)c(N)c1
  -3.8% | 1%
(62) Cc1cc(N2CCN(S(=O)(=O)Cc3ccccc3)CC2)n2ncnc2n1
  -0.6% | -15%
(63) O=C1c2ccccc2C(O)(c2ccc(Br)cc2)N1c1ccccc1 (centres undefined)
  -4.0% | -1%
(64) Nc1nc(-c2ccc(-n3nncc3-c3ccccc3)cc2)cs1
  2.0% | 6%
(65) Cn1c(=O)c2c(nc(CN3CCN(Cc4ccccc4)CC3)n2Cc2ccc(Cl)cc2)n(C)c1=O
  3.1% | 1%
(66) COc1ccc(/C=C/C(=O)NCc2ccccn2)cc1OC
  0.3% | -2%
(67) Nc1nnc(CC(=O)ON/N=C/c2ccc(-c3ccccc3[N+](=O)[O-])o2)s1
  6.7% | 3%
(68) COc1ccc(NC(=O)CC2Sc3ncnn3C2=O)cc1 (centres undefined)
  4.7% | -4%
(69) COc1ccc(Cl)cc1NS(=O)(=O)c1ccc(S(=O)(=O)N2CCCC2)cc1
  4.6% | -7%
(70) Cc1nnc(NC(=O)/C=C/c2ccc(F)cc2)s1
  3.8% | 0%
(71) Cc1ccc(C)c(-n2c(C)cc(/C=N/NC(=O)c3c(C)nc4cc(C)ccn34)c2C)c1
  2.1% | .
(72) O=C(O)CCN1C(=O)/C(=C/c2ccc(-c3cc(Cl)ccc3Cl)o2)SC1=S
  -9.7% | 0%
(73) CCOC(=O)c1cc(NC(=O)CSCCO)ccc1Cl
  -0.3% | 3%
(74) O=C(C1CC1)N(CCN(C(=O)C1CC1)c1ccccc1)c1ccccc1
  4.0% | .
(75) CCOc1cc(/C=C2/SC(=S)N(C)C2=O)cc(Cl)c1OCCOc1ccccc1C
  -1.8% | -1%
(76) COC(=O)c1cc(NC(=O)c2ccccc2OC)cc(C(=O)OC)c1
  -1.0% | 1%
(77) COc1ccc(S(=O)(=O)Nc2nccs2)cc1
  4.6% | -1%
(78) Cc1ccc(NC(=O)c2c(-c3c(F)cccc3Cl)noc2C)cc1F
  2.6% | -10%
(79) O=C1CSC(=O)N1c1ccc([N+](=O)[O-])cc1
  4.7% | 2%
(80) O=C(NCCc1ccccc1)c1ccnc(/C=N/O)c1
  2.0% | -4%

# Carrying on:
# Values run as follows: Hsp70 inhibitors | MKP-3 inhibition
(81) CSc1nc2n(n1)C(c1cc(Br)ccc1F)C(C(=O)N(C)C)=C(C)N2 (centres undefined)
  4.0% | -3%
(82) O=C(CSC1=Nc2ccccc2C2=NC(CC(=O)NC3CCCCC3)C(=O)N12)NCc1ccco1 (centres undefined)
  0.6% | 5%
(83) CN1CCN(C2OC(=O)c3ccccc32)CC1 (centres undefined)
  -0.1% | .
(84) Cc1cc(C)n(Cc2cccc(F)c2)c(=O)c1C#N
  -5.3% | -13%
(85) O=C(Nc1ccc(Nc2ccccc2)cc1)c1cccc(F)c1
  -4.1% | 0%
(86) CCCCOC(=O)Cn1c(=O)n(CC(=O)OCCCC)c2cc(C)ccc21
  -2.7% | .
(87) COc1ccc(-c2nc3c(=O)n(C)c(=O)[nH]c3n2CCc2ccccc2)cc1
  -3.5% | -13%
(88) COc1ccc(N2C(=O)CCC(C(=O)Nc3ccccn3)C2c2ccc(OC)c(OC)c2)cc1 (centres undefined)
  -0.6% | -3%
(89) Cn1c(CCNC(=O)c2cccs2)nnc1SCC(=O)N1CCN(c2ccccc2)CC1
  -0.1% | 1%
(90) COc1ccc2c(c1)-c1c(sn(-c3ccc(C)c(C)c3)c1=S)C(C)(C)N2
  9.2% | 2%
(91) Cc1ccc(C)c(NC(=S)NC(NC(=O)Cc2cccc3ccccc23)C(Cl)(Cl)Cl)c1 (centres undefined)
  -1.6% | .
(92) NC(=O)c1ccc(NC(=O)Nc2cccc(Cl)c2)cc1
  1.2% | 2%
(93) c1ccc(-n2nnnc2-n2nnc3ccccc32)cc1
  1.6% | -12%
(94) CC(C)Cn1cc(C(=O)NCc2cccs2)c2c3ccccc3n(C)c2c1=O
  4.6% | 2%
(95) Cc1ccc2c(c1)NC(=O)C(CC(=O)NCc1ccc(F)cc1)O2 (centres undefined)
  -3.4% | 3%
(96) O=C1NC(=O)N(c2ccccc2Cl)C(=O)C1=Cc1ccc2c(c1)OCO2
  -6.0% | 1%
(97) COc1ccc(S(=O)(=O)N2CCc3ccccc32)cc1C(=O)OCc1c(C)noc1C
  7.1% | 3%
(98) O=C(CSc1nnc(-c2ccccc2)c(-c2ccccc2)n1)N1CCCCC1
  -3.1% | 4%
(99) CCOC(=O)c1ccc(NC(=O)c2ccccc2OC)cc1
  2.9% | -2%
(100) COc1ccc(CCNC(=O)c2n[nH]c(=O)c3ccccc23)cc1
  -1.7% | .

# Later entries
# Values run as follows: Hsp70 inhibitors | MKP-3 inhibition
(101) O=C(NCc1cccs1)c1ccc2c(c1)ncn2C1CCCC1
  5.3% | -14%
(102) CC(=O)Nc1ccc(C(=O)OCC(=O)NC(=O)NC(C)(C)C)cc1
  2.9% | .
(103) CN(CC(=O)N1CCN(c2ccccn2)CC1)S(=O)(=O)c1ccccc1
  2.8% | -5%
(104) COc1ccc(OC)c2[nH]c(=O)c(CCNC(=O)c3ccc(S(=O)(=O)N4CCCCC4)cc3)cc12
  -0.3% | 4%
(105) CCCCOC(=O)c1cccc(NC(=O)COc2cc(C)cc(C)c2)c1
  -6.3% | 5%
(106) Cc1c(C(=O)OC(C)C)sc(NC(=O)c2cccc(F)c2)c1C#N
  0.5% | 0%
(107) O=C(NCc1ccco1)C1CCCN(S(=O)(=O)c2cccc3nonc23)C1 (centres undefined)
  . | -10%
(108) O=C1N=c2ccccc2=C1c1sc(Nc2ccc(O)cc2)nc1O
  12% | 46%
